# FN deposit inh: inhibitors of fibronectin matrix deposition, primary screen, AH1F cells, Alexa488-fibronectin fluorescence, plate reader; AH1F fibroblasts, overnight; inhibition, % at 12.6 µM; 350,000 compounds, 0.086% hits;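 active = mean inhibition across replicates of 30% or more, regardless of how many single replicates reach that level; inconclusive = mean under 30% yet at least half of replicates reach 30%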;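 note: positive control wells lacked labelled fibronectin entirely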
#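 Assay system: AH1F fibroblasts / Quantity: 10000 cells per well / Medium: DMEM plus 2% serum, read in PBS / Reagent: labelled fibronectin 24 nM / Dosing: single dose, pinned / Times: 1 h cell attachment, overnight exposure to compound and label / Signal: fluorescence, ex 485 nm, em 525 nm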
# DENV2 CPE: inhibitors of DENV2 cytopathic effect, primary screen, cell-based, plate reader, single concentration | 350,000 compounds, 1.7% hits | DENV2-infected cells, cytopathic effect rescue | CPE inhibition, % at 9.99 µM; in the data active = CPE inhibition above about 20%, passing the limit was not always enough; inconclusive = no clear call, values can overlap the other calls; tested in BHK-21 cells;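 note: 0% = median of neutral control wells and 100% = median of positive control wells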
# miR-122 sensor: miR-122 Renilla sensor signal increase in Huh7, primary screen, miR-122 inhibitor project, cell-based, single point, plate reader | 340,000 compounds, 0.3% hits | Huh7 miR-122 Renilla luciferase sensor, 48 h; neutral wells = 0, positive control = 100 | activation (reporter increase), % at 12.5 µM | AID 602342, 2012;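 active = mean replicate activation score at least 90 and every replicate individually at or above 90; inconclusive = only one of the two criteria met; inactive = neither criterion met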;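 note: higher luciferase means less miR-122 activity so hits act as miR-122 inhibitors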
# EWS-Fli inh: EWS/Fli-driven NR0B1 reporter inhibitors, primary screen, A673 cells, NR0B1 luciferase, luminescence, MLPCN library; viability-normalised; inhibition, % at 12.6 µM; 350,000 compounds, 0.67% hits; AID 651661, 2012;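 active = mean inhibition of at least 50% after viability correction, with every replicate also passing that limit; inconclusive = mean reaches 50% but only one of two replicates passes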;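 note: firefly luciferase signal divided by Alamar Blue viability fluorescence both relative to DMSO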
# F508del corr: F508del CFTR correction, initial screen, CFBE line, single point | CFBE cells, YFP halide quenching; stimulated with forskolin plus potentiator P3; % fluorescence drop versus neutral controls | activity (quench increase), % at 7.58 µM | 350,000 compounds, 0.36% hits;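 active = mean added fluorescence quench of at least 8% versus neutral control, with both replicates also reaching 8%; inconclusive = only one of the mean or replicate conditions met; inactive = mean below 8% and not both replicates reaching 8%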;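 note: cells transiently co-express mutant CFTR-F508del with the halide-sensitive YFP; corrector assay measuring rescue of mutant channel to the surface after 24 h compound exposure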
# INS-1E GSIS act: GLuc luminescence reporter in INS-1E cells, primary screen for activators of glucose-dependent secretion of insulin. AID 743287, 2014. activation, % at 16.6 µM. 370,000 compounds, 0.61% hits. INS-1E GLuc reporter insulin secretion, 2-3 h;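 active = lowest replicate activation of at least 40%, so every replicate reaches that level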;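 note: 0% = median of neutral control wells and 100% = median of IBMX positive control wells; some compounds called inactive have numbers as strong as hits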
# PAX8 inh HTS: inhibitors of PAX8-driven TPO luciferase reporter, primary screen, RMG-I cells, single concentration. SteadyGlo, 24 h. inhibition, % at 12.6 µM. 360,000 compounds, 1.2% hits;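 active = mean replicate inhibition at least 60% with every replicate also reaching 60%; inconclusive = only one of the two criteria is met; inactive = mean below 60% and not all replicates reaching 60%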;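 note: luciferase light reporting Pax8 driven TPO promoter activity; plate controls were median of neutral control wells for no effect and mitoxantrone controls for full effect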
# Numbers without * were called inactive; ? = inconclusive; . = no result given; [ ] = dose if it differs, or a comment. Rows are unselected; about 3.9% have a hit in one of these screens.
SMILES,FN deposit inh,DENV2 CPE,miR-122 sensor,EWS-Fli inh,F508del corr,INS-1E GSIS act,PAX8 inh HTS
O=C(Cn1c(=O)cnc2ccccc21)NCC(=O)Nc1ccc(F)c(F)c1,1,0,-2,-2,2.8,4,-3
CC1(C(=O)Nc2cccc3cccnc23)CCN1C(=O)CCC1CCCC1 (stereo not drawn),-2,1,-5,13,1.1,-3,19
Cc1ccc(S(=O)(=O)N2CCOCC2)cc1NC(=O)COC(=O)CCC(=O)c1ccc(F)cc1,2,11,2,-5,0.9,15,1
CCNC(=O)[C@H]1[C@H](CO)[C@H]2Cn3c(ccc(-c4cccc(F)c4)c3=O)[C@H]2N1C(=O)Cc1cccnc1,-12,-5,8[16.7 µM],2,2.0,0,-10
O=C(CN1CCOCC1)Nc1ccccc1C(=O)Nc1ccccc1,1,-1,-2,2,-1.6,-11,1
COc1ccc2c3c([nH]c2c1)[C@H](CO)N(C(=O)C1CCCC1)CC31CCN(C(=O)NC(C)C)CC1,.,3,.,-5,-1.3,-4,2
CCn1c(SCc2ccc(Cl)cc2Cl)nc2nc3c(cc2c1=O)CCCC3,-10,.,2,.,.,24,.
CCCCCn1c(CNC(C)=O)nc2ccccc21,1,.,3,.,.,.,-14
COc1ccc(S(=O)(=O)N2CCCCCC2)cc1C(=O)N(C)CCOc1ccc(Cl)cc1,-13,1,15,16,-1.9,-45,17
C[C@H](CO)N1C[C@H](C)[C@@H](CN(C)C(=O)Nc2ccccc2)Oc2ccc(NC(=O)C3CCCCC3)cc2CC1=O,.,7,21[16.7 µM],5,-3.1,-6,-2
CO[C@H]1CN(C)C(=O)c2cc(NC(=O)NC(C)C)ccc2OC[C@H](C)N(CCC(F)(F)F)C[C@@H]1C,.,.,3[16.7 µM],-1,3.2,1,-3
CC(C)CNC(=O)COCc1cc(-c2ccc3c(c2)OCO3)on1,1,1,.,-38,-0.6,-11,-13
C[C@@H]1CCCCO[C@H](CN(C)C(=O)CCC(F)(F)F)[C@@H](C)CN([C@H](C)CO)C(=O)c2cc(NS(=O)(=O)c3cccs3)ccc2O1,.,15,-1[16.7 µM],-14,2.4,-3,4
CCOC(=O)c1ccc(NC(=S)Nc2ccc(C)cc2)cc1,7,-2,-7,-3,-2.9,4,3
COc1ccc(-c2ccc([C@@H]3[C@H](CO)N4C(=O)CN(C(=O)c5ccccc5)C[C@@H]34)cc2)cc1,.,-4,.,1,0.9,3,10
Cc1cccc(Cc2ccc(Cl)nn2)c1,-3,12,.,-4,2.3,57,-18
O=C(c1ccc(Cl)cc1Cl)N1CCC(C(=O)N2CCOCC2)CC1,7,0,-11,-1,1.9,-3,1
O=C(Cn1cncn1)c1ccccc1Br,0,1,5,16,-3.5,8,8
CC(=O)Nc1nc(-c2ccccc2)ns1,3,.,-12,.,.,.,-65
COCCN(C(=O)CSc1nnc(-c2ccccc2F)n1C)c1c(N)n(Cc2ccccc2)c(=O)[nH]c1=O,5,-5,-10,-13,0.4,.,1
CC(C)(C)C1CCc2c(C(=O)NNC(=O)CCC(=O)O)csc2C1 (stereo not drawn),4,.,.,.,.,19,-9
CC1Cc2ccccc2N1C(=O)CCn1c(=O)oc2ccccc21 (stereo not drawn),0,-6,-3,-17,2.9,10,-18
Cc1ccc(S(=O)(=O)N[C@@H]2CC[C@H](CCn3cc(-c4cccnc4)nn3)O[C@@H]2CO)cc1,.,5,.,-6,2.2,-12,-5
COc1cccc(C2=NOC(C(=O)NC(C)C)C2)c1 (stereo not drawn),-2,.,3,.,.,5,.
COc1ccc2[nH]c(=O)c(C(c3nnnn3CC3CCCO3)N3CCCCC3)cc2c1 (stereo not drawn),-8,1,-2,9,-0.9,12,-5
C[C@H]1CN([C@@H](C)CO)C(=O)Cc2cc(N(C)C)ccc2O[C@@H]1CN(C)Cc1ccc2c(c1)OCO2,4,-4,1[16.7 µM],12,-3.1,4,-4
O=C1CCC(C(=O)N2CCC(O)(c3ccccc3)CC2)CN1CCc1ccccc1 (stereo not drawn),.,?,-5,0,3.8,-2,4
COc1ccccc1CN1CCNC(=O)C1CC(=O)NC1CCCCCC1 (stereo not drawn),-6,-6,-7,5,3.8,4,.
CCOC(=O)c1c(C)[nH]c(C)c1S(=O)(=O)N1c2ccccc2CC1C (stereo not drawn),1,-1,10,-3,0.5,-5,20
NS(=O)(=O)c1cccc(NC(=O)COc2ccc([N+](=O)[O-])cc2)c1,9,-3,0,-3,-0.8,-9,7
COc1cc(NC(=O)CN2CCCCC2)c(C)cc1[N+](=O)[O-],1,.,7,-9,.,.,1
COc1cccc(C(=O)Nc2ccc3c(c2)C(=O)N(C)C[C@H](OC)[C@H](C)CN(CC2CC2)[C@@H](C)CO3)c1,4,3,.,-6,-2.5,3,-4
C/C(CCC(C)C)=N\NC(=S)NCc1ccccc1,-1,1,.,1,1.0,-27,-10
O=C(NC1CC1)c1ccc2c(Cl)c3c(nc2c1)CCCC3,2,2,-1,-22,3.6,-13,-126
O=C(N/N=C1/CCSC1)c1cccc([N+](=O)[O-])c1,-1,.,.,.,.,8,14
CCCn1c(N)c(N(CCOC)C(=O)CSCC(=O)Nc2ccc(C)cc2)c(=O)[nH]c1=O,-3,18,-5,-5,-2.7,17,-7
COc1ccc(C(C)(O)c2nc(-c3cccc(C(=O)O)c3)cs2)cc1 (stereo not drawn),3,2,4,-27,-3.1,29,-42
CC1(C(=O)Nc2cccc(Oc3ccccc3)c2)CCN1Cc1cc2ccccc2o1 (stereo not drawn),4,-9,-3,2,1.0,-1,10
C[C@@H]1CN([C@H](C)CO)S(=O)(=O)c2ccc(-c3ccc(F)cc3)cc2O[C@H]1CN(C)Cc1ccccc1C(=O)O,-6,4,44[16.7 µM],4,0.2,2,-3
N/C(Cc1cccc2ccccc12)=N\OC(=O)c1ccc(Br)o1,.,-1,.,1,-0.1,4,2
CN(CC(=O)Nc1cccc(S(=O)(=O)N(C)C)c1)Cc1ccccc1,4,4,8,.,-0.6,9,-33
O=C(Nc1cccc(Cl)c1Cl)C1CCCC1,-15,3,4,8,-1.3,-1,9
Cc1ccc(OCCn2nc3ccccc3n2)c(C)c1,-8,.,-3,.,.,.,-127
Cc1ccc(S(=O)(=O)Oc2ccc(/C=N/NC(=O)c3c(Cl)cnn3C)cc2)cc1,-23,.,0,.,.,.,-25
O=C(CCC(=O)c1cccs1)OCC(=O)c1ccc(F)cc1,2,6,-3,-1,0.6,28,4
CN1CCN(c2ccccc2NC(=O)c2ccc(-c3cccc(Cl)c3)o2)CC1,0,?,.,.,2.8,-56,36
CSCCC(NC(=O)COc1ccccc1)C(=O)N1CCN(c2cccc(C(F)(F)F)c2)CC1 (stereo not drawn),-5,-2,77,8,3.2,-41,2
Cc1c(C)c2ccc(OS(C)(=O)=O)cc2oc1=O,4,1,.,0,.,9,15
CCCN(CC1CC1)c1nc(C)nc(Nc2c(Cl)cc(Cl)cc2Cl)c1Cl,1,1,6,-12,-7.3,8,1
COCCNC(=O)[C@H]1N2C(=O)c3c(ccc(OC)c3OC)C2SC1(C)C (stereo partly drawn),4,-4,.,-6,3.3,17,-23
CC(C)c1ccc(NC(=O)N2CCc3ccccc3C2)cc1,7,-9,.,-37,.,-20,-84
O=C(C[C@@H]1CC[C@H]2[C@@H](COC[C@@H](O)CN2Cc2cccc(-c3ccncc3)c2)O1)N1CCN(c2ccccc2)CC1,2,6,1[16.7 µM],19,0.3,-17,-32
O=S(=O)(c1cccc(-c2csc(-c3ccccc3)n2)c1)N1CCOCC1,0,.,11,.,.,.,8
CN(C)C(=O)c1cccc(-c2ccc([C@H]3[C@H]4CN(C(=O)C5CC5)CC(=O)N4[C@H]3CO)cc2)c1,0,-6,.,-1,-0.4,-6,-16
CSc1nnc(NC(=O)c2ccc3c(c2)OCO3)s1,0,6,-5,62*,0.4,5,-98
Cc1c(Cl)cccc1NC(=O)CCN1C(=O)NC(C)(C)C1=O,1,4,.,-6,2.7,37,6
COc1ccc(C2C(C#N)=C(C)NC(C)=C2C(=O)OC(C)C)c(OC)c1 (stereo not drawn),0,-6,.,-1,-2.0,-16,-14
O=C(Nc1ccccc1)C1CCN(S(=O)(=O)c2cccs2)CC1,1,5,4,-3,-3.2,-2,5
CC(CNC(=O)CCn1c(=O)c2cccn2c2ccc(F)cc21)c1ccccc1 (stereo not drawn),18,-4,-2,.,0.7,15,4
COCC(=O)Nc1ccc2c(c1)C(=O)N(C)[C@@H]1CC[C@@H](CC(=O)NCC3CCCCC3)O[C@H]1CO2,-4,-14,-2[16.7 µM],-1,1.3,1,-1

# Continued.
SMILES,FN deposit inh,DENV2 CPE,miR-122 sensor,EWS-Fli inh,F508del corr,INS-1E GSIS act,PAX8 inh HTS
COCC(C)n1c(SCc2cc(C(=O)OC)c(C)o2)nc2ccccc2c1=O (stereo not drawn),3,5,-2,-16,0.6,-9,9
O=C(COC(=O)Cn1cnc2ccccc2c1=O)NCc1ccccc1Cl,7,13,.,-4,0.7,-19,-11
Cc1ccc(C2CC2C(=O)NNC(=S)Nc2cccc(C)c2)cc1 (stereo not drawn),-22,.,1,.,.,.,-26
Cc1nc2ccccc2c2oc(C(=O)N3CCN(C(=O)c4ccco4)CC3)cc12,6,10,0,-4,2.3,-1,8
COC(=O)[C@]1(C)N[C@H](CN(C)S(=O)(=O)c2ccc(OC)cc2)[C@@H]2C(=O)N(C)C(=O)[C@@H]21,-7,-8,1,3,-2.7,.,-9
CC(C)[C@H](N)C(=O)N[C@H]1CCC2C3CC=C4C[C@@H](O)CC[C@]4(C)C3CC[C@@]21C (stereo partly drawn),2,6,-4,53*,0.1,28,29
CCCNC(=O)C1(C)CCN1C(=O)c1ccccc1CCc1ccccc1 (stereo not drawn),2,?,-16,12,-0.6,.,-21
COc1ccc(C#Cc2cnc3c(c2)C(=O)N([C@H](C)CO)C[C@H](C)[C@H](CN(C)C(=O)Nc2ccccc2)O3)cc1OC,.,4,-5[16.7 µM],9,-4.1,-14,.
C[C@@H]1CN([C@@H](C)CO)C(=O)c2cccc(NS(=O)(=O)c3ccc(Cl)cc3)c2O[C@H]1CN(C)Cc1ccc(Oc2ccccc2)cc1,5,-8,9[16.7 µM],0,-2.9,-16,.
O=C(N/N=C\c1ccncc1)c1ccccc1O,22,.,.,-13,-2.3,11,-39
Nc1ccc[n+](CC(=O)c2ccccc2)c1,11,-1,-5,17,.,.,-5
CCCNC(=O)C[C@@H]1CC[C@H]2[C@@H](COC[C@@H](O)CN2CC2CCCCC2)O1,2,3,9[16.7 µM],.,3.9,-1,.
CN(C)S(=O)(=O)c1ccc(C(=O)OCC(=O)c2ccc3c(c2)NC(=O)CO3)cc1,4,-3,10,-5,0.5,5,-9
CCOC(=O)C1=C(C)NC(=S)NC1c1ccc(C)s1 (stereo not drawn),-5,2,.,10,4.2,1,0

# Of the compounds above, 3 contain a nitro group on carbon.
SMILES,FN deposit inh,DENV2 CPE,miR-122 sensor,EWS-Fli inh,F508del corr,INS-1E GSIS act,PAX8 inh HTS
NS(=O)(=O)c1cccc(NC(=O)COc2ccc([N+](=O)[O-])cc2)c1,9,-3,0,-3,-0.8,-9,7
COc1cc(NC(=O)CN2CCCCC2)c(C)cc1[N+](=O)[O-],1,.,7,-9,.,.,1
O=C(N/N=C1/CCSC1)c1cccc([N+](=O)[O-])c1,-1,.,.,.,.,8,14

# Assay outcomes (PubChem BioAssay)
